TNAP Pi inh = blocks human TNAP phosphate release. AID 614. 21,000 tested, under 10 active. purified TNAP, pNPP, malachite green phosphate absorbance. inhibition, % at 20 µM. P05186
Target sequence (P05186 whole entry, looked up): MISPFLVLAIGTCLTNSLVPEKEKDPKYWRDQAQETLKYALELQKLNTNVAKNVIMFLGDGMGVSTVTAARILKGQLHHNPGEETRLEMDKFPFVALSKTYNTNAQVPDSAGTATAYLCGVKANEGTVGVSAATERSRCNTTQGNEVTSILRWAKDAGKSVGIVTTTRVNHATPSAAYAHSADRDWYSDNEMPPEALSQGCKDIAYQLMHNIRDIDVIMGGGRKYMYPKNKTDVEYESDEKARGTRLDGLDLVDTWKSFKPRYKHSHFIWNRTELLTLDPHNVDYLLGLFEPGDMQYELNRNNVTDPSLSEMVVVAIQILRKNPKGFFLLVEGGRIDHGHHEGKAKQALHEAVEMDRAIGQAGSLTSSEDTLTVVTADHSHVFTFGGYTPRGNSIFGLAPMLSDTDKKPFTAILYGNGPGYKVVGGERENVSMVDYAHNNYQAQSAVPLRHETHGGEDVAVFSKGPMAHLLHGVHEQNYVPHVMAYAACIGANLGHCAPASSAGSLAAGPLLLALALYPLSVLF
TNAP inh pNP = inhibitors of human tissue-nonspecific alkaline phosphatase | purified TNAP, pNPP hydrolysis, absorbance 405 nm | inhibition, % at 20 µM | P05186 | 21,000 tested, under 10 active;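 further: 0% = DMSO only wells and 100% = 1 mM levamisole wells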
The depositor's hits bear a star; & = joins results of further samples.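 How the source made its calls: active means inhibition above 50% at the 20 µM single-dose screen; inactive means the rest.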

SMILES	TNAP Pi inh	TNAP inh pNP
CCCn1c(SCc2cc(=O)[nH]c3ccccc23)nc2c1c(=O)n(C)c(=O)n2C	12	4
COc1ccc(Nc2ccc3c(c2)=NC2(CCCCC2)[N+]=3[O-])cc1	-16	-8
CCCC(=O)Nc1cc(-c2nn(C)c(=O)c3ccccc23)ccc1OC	-3	0
Cc1cc(=O)n2c(n1)OC(CO)C2 (centres undefined)	5	-1
COC(=O)c1ccc(NC(=O)c2ccc(CN3CCOCC3)cc2)cc1	3	-6
COc1ccc(CCn2c(-n3nc(C)cc3C)nc3c2c(=O)[nH]c(=O)n3C)cc1	8	6
Cc1cc(O)cc(=O)n1Cc1ccco1	4	0
CCOC(=O)C1CCN(C(=O)c2cccc(NC(=O)C(CC)CC)c2)CC1	6	0
CCC1CC(C)(C(=O)Nc2ccc(S(N)(=O)=O)cc2)OC1=O (centres undefined)	-9	2
COc1ccccc1NC(=O)Cc1csc(N)n1	6	4
Cn1c(=O)n(C)c2cc(NC(=O)c3cc4ccccc4o3)ccc21	7	-2
Cn1c(CNc2ccc(Cl)cc2)nc2ccccc21	6	0
COc1cccc(Nc2ncnc3c2cnn3-c2cccc(C)c2)c1	6	9
CC1(Cc2ccc3c(c2)OCO3)NC(=O)NC1=O (centres undefined)	5	0
O=C(CCC(=O)NC1CC1)Nc1nnc(C2CCCCC2)s1	11	3
COC(=O)/C=c1/s/c(=C(/C#N)C(=O)N2CCCCC2)n(-c2ccccc2)c1=O	-13	3
CCC(=O)c1ccccc1OCCSc1nc(C)cc(=O)[nH]1	4	3
Cc1cc(C)cc(OC(=O)N2CCOCC2)c1	10	8
Cc1ccc2cc(CNC(C)(C)C)c(=O)[nH]c2c1	4	1
Cc1cccc2cc(C#N)c(SCC(=O)N3CCC(C)CC3)nc12	20	7
CC(C)Oc1ccccc1-c1nc(SCC(=O)O)n[nH]1	0	0
O=C(NCc1ccco1)C1CN(S(=O)(=O)c2ccccc2)CCN1S(=O)(=O)c1ccccc1 (centres undefined)	8	4
CCCCCCNC(=O)c1c(O)c2cccc3c2n(c1=O)CCC3	-1	-5
CCOC(=O)C1CCN(C(=O)C2CCCCC2)CC1	4	6
O=C(CNC(=O)c1ccco1)NCC(=O)OCc1ccccc1Br	5	8
CCOC(=O)C1CCCN(Cc2nc(N)nc(Nc3ccc(Cl)cc3)n2)C1 (centres undefined)	6	2
COCC(C)NC(=O)c1ccccc1OC(C)=O (centres undefined)	3	-1
CC1CCCN(S(=O)(=O)c2cc(Cl)ccc2Cl)C1 (centres undefined)	4	1
O=C(OCCCN1CCCC1)C1(c2ccccc2)CCCC1	8	6
COc1cc(C)c(C(C)C)cc1S(=O)(=O)NCCCn1ccnc1	8	4
Cc1ccc(CNC(=O)CSc2nc(C)cc(C)c2C#N)cc1	10	6
N#CCCn1c2ccccc2c2nc3ccccc3nc21	0	-13
N#Cc1c(SCC(=O)N2CCCCC2)nsc1SCC(=O)N1CCCCC1	0	0
CCn1nc(NC(=O)c2ccccn2)c2cc3cccc(C)c3nc21	6	1
c1ccc(-n2ncc3c(N4CCN(c5ccccn5)CC4)nc(N4CCCCCC4)nc32)cc1	19	8
COc1ccccc1OCC(=O)Nc1ccc(S(=O)(=O)Nc2cc(C)nc(C)n2)cc1	3	3
CCOC(=O)CSc1nc(-c2ccncc2)ccc1C#N	3	3
CCCCOc1cc(C(=O)NCCN(CC)CC)c2ccccc2n1	-7&0	0&4
COCC(C)n1c(C)cc(C(=O)CN2C(=O)NC3(CCCCC3C)C2=O)c1C (centres undefined)	6	3
COC(=O)CCn1nnc(-c2ccc(C(C)C)cc2)n1	8	3
CSc1nnc2c3cc(F)ccc3n(Cc3ccccc3)c2n1	-16	3
CCOC(=O)c1c(NC(=O)CNCCO)sc(C)c1C	8	5
O=c1c2ccccc2nc(SCc2cc(F)cc3c2OCOC3)n1Cc1ccco1	-33	-3
CCCCOC(=O)c1ccc(NC(=O)CSc2nncn2C)cc1	10	4
CC(=O)[C@H]1[C@@H]2C(=O)N(c3cccc(Cl)c3)C(=O)[C@@H]2[C@H]2c3ccccc3C=CN21	5	4
COCCOC(=O)C1=C(C)Nc2nc(C)nn2C1c1ccccc1 (centres undefined)	-4	-9
O=C(NCCOC(=O)c1ccncc1)c1ccccc1	-5	-10
O=C1c2ccccc2C(=O)N1c1nc2nccc(-c3ccccc3)n2n1	2	14
Cc1ccc(-c2cn3c(n2)CCCC3)cc1	-4	1
CCOP(=O)(c1ccccc1Cl)C1(O)CCCCC1 (centres undefined)	2	3

Remaining list, next part
SMILES	TNAP Pi inh	TNAP inh pNP
O=C(Cc1ccccc1)Nc1ccc2oc(-c3cccnc3)nc2c1	9	5
Cc1ccc(C(=O)CSc2nc(N)cc(=O)[nH]2)cc1	9	5
CC1CCc2nc(N)c(C#N)c(-c3ccncc3)c2C1 (centres undefined)	14	9
CC(=O)OC(C(=O)Nc1ccccc1)C(C)S(=O)(=O)c1ccccc1 (centres undefined)	8	-1
COC(=O)c1ccccc1NC(=O)c1sc(N)nc1C	6	4
COc1ccc(-n2ncc3c(NC(C)C)ncnc32)cc1	6	3
O=C(Nc1nccs1)c1cccc(S(=O)(=O)N2CCCCC2)c1	10	8
NC(=O)N1c2ccccc2C=Cc2ccccc21	11	5
COc1ccc(C(C#N)N2CCCCC2)cc1OC (centres undefined)	11	4
Cc1ccc(-n2ccnc2SCC(=O)N(CC(C)C)C2CCS(=O)(=O)C2)c(C)c1 (centres undefined)	-3	-8
COc1nc(N)nc(NC23CC4CC(CC(C4)C2)C3)n1	12	2
CC(C)OCCCNC(=O)NC12CC3CC(CC(C3)C1)C2	9	4
Cn1c(=O)[nH]c(=O)c2c1nc(Br)n2CCSc1nnnn1-c1ccccc1	9	7
COc1cc(NC(=O)NC(C)(C(F)(F)F)C(F)(F)F)cc(OC)c1OC	6	0
c1ccc(-c2nc3cc(Cc4ccc5oc(-c6ccccn6)nc5c4)ccc3o2)nc1	-4	10
O=C(c1cc2ccccc2oc1=O)N(Cc1ccco1)Cc1cccs1	11	3
CC1=CC=CN2CC(O)CN=C12 (centres undefined)	-4	-6
CCC(C)(C)NC(=O)C(c1ccc(F)cc1)N(Cc1ccco1)C(=O)c1cnccn1 (centres undefined)	12	4
Cc1ccc(Oc2nc3ccccc3n3c(C)nnc23)cc1	4	2
CCOCCCNC(=O)c1ccc(OC)cc1	5	1
O=C(O)c1ccc(CSc2nnc(-c3ccncc3)n2CC2CCCO2)cc1 (centres undefined)	10	2
CCSc1nnc(-c2ccc(Cl)cc2Cl)o1	10	7
Fc1ccc(C(c2nnnn2C2CCCC2)N2CCN(Cc3ccncc3)CC2)cc1 (centres undefined)	4	-1
COC(=O)C1=C(C)N(CCc2ccccc2)C(=O)C1	-5	7
CCc1c(C)c2cc(Cl)c(O)c(CN(CC)CC)c2oc1=O	6	-2
Nc1nnnn1/N=C/c1ccco1	2	1
COc1ccccc1CNC(=O)c1c(O)c2cc(OC)c(OC)cc2[nH]c1=O	0	0
Cc1ccc2cc(CN(Cc3cccs3)Cc3nnnn3CC3CCCO3)c(=O)[nH]c2c1 (centres undefined)	10	6
Nc1nc(N)nc(-c2ccccn2)n1	9	0
COc1ccc2c(c1OC)C(=O)N1c3ccccc3SC21 (centres undefined)	-1	-3
CC(=O)c1cccc(NC(=O)NCCS(C)=O)c1 (centres undefined)	8	2
COc1ccc(-c2nnc(-c3ccc(N(C)C)cc3)o2)cc1	5	7
CC(=O)Nc1ccc(OCC(O)CN2CCN(Cc3ccccc3)CC2)cc1 (centres undefined)	-1	-4
O=C(O)CCNC(=O)c1ccccc1	7	1
CCC(Sc1nc(C)cc(=O)[nH]1)C(=O)Nc1sc2c(c1C#N)CCCC2 (centres undefined)	4	1
O=C(CSc1nnc(Cc2ccccc2)n1-c1ccc(Cl)cc1)N1CCOCC1	14	4
COc1ccc(C(=O)Nc2ccc(S(=O)(=O)NCc3ccco3)cc2)cc1OC	4	0
CCN(CC)C(NC(=O)c1ccccc1)C(=O)c1ccccc1 (centres undefined)	7	6
CCOc1ccc(NC(=O)C2CC=CCC2C(=O)O)cc1 (centres undefined)	10	7
CC1CCN(S(=O)(=O)c2ccc(S(=O)(=O)NCC3COCCO3)cc2)CC1 (centres undefined)	-6	7
Nc1nnc(CCC2CCCCC2)s1	7	-1
CCCCc1c(C)nn(-c2nnc3c4ccccc4n(C)c3n2)c1C	0	0
N#Cc1cn(CC(=O)NCCc2c[nH]c3ccccc23)c2ccccc12	6	2
COc1cc(NC(=O)c2ccc(Br)o2)ccc1NC(=O)C(C)C	0	0
Cn1c(=O)c2c(nc(Br)n2CCCc2ccccc2)n(C)c1=O	7	3
Cc1nnc(SCC(=O)c2cc(C)n(-c3ccc4c(c3)OCO4)c2C)s1	16	6
Cc1oc(C(=O)O)cc1COc1ccccc1Cl	5	4
CCOC(=O)CCC(NC(=O)c1ccc(NCN2C(=O)c3ccccc3C2=O)cc1)C(=O)OCC (centres undefined)	-3	9
COc1ccc(N2C(=O)CN=C2Nc2nc(C)cc(C)n2)cc1	5	-2
O=C(NCCc1ccc(Cl)cc1)c1ncn[nH]1	9	2

Next part:
SMILES	TNAP Pi inh	TNAP inh pNP
O=C(NC1CCCC1)C1CCCN1C(=O)Nc1ccc(Cl)cc1 (centres undefined)	13	0
O=C(O)c1cc(=O)c2c(OCC(O)COc3cccc4oc(C(=O)O)cc(=O)c34)cccc2o1	3	-1
COc1ccc(NS(=O)(=O)c2cc(C)ccc2OC)cc1OC	14	8
C=CCn1c(Cc2csc(N)n2)nnc1SCc1ccc(C(=O)OC)cc1	2	-5
Cc1c(NC(=O)c2coc(=O)c(Br)c2)c(=O)n(-c2ccccc2)n1C	-10	-10
Cn1c(SCC(=O)Nc2nccs2)nnc1C12CC3CC(CC(C3)C1)C2	-6	6
COc1cc(C(=O)Nc2cc(C)c(OCC(=O)N3CCOCC3)c(C)c2)cc(OC)c1OC	10	6
O=C(Nc1ccc(Br)cc1Cl)c1cnccn1	0	0
COc1ccc(CN2CCN(S(=O)(=O)c3ccccc3)CC2)c(OC)c1	-7	-10
O=C(Nc1cc(=O)c2ccccc2o1)N1CCOCC1	16	2

Part of the list above in order of length of the SMILES, largest number first.
SMILES	TNAP Pi inh	TNAP inh pNP
O=C(O)c1cc(=O)c2c(OCC(O)COc3cccc4oc(C(=O)O)cc(=O)c34)cccc2o1	3	-1
CCOC(=O)CCC(NC(=O)c1ccc(NCN2C(=O)c3ccccc3C2=O)cc1)C(=O)OCC (centres undefined)	-3	9
COc1cc(C(=O)Nc2cc(C)c(OCC(=O)N3CCOCC3)c(C)c2)cc(OC)c1OC	10	6
CC1CCN(S(=O)(=O)c2ccc(S(=O)(=O)NCC3COCCO3)cc2)CC1 (centres undefined)	-6	7
COc1ccc(C(=O)Nc2ccc(S(=O)(=O)NCc3ccco3)cc2)cc1OC	4	0
O=C(CSc1nnc(Cc2ccccc2)n1-c1ccc(Cl)cc1)N1CCOCC1	14	4
Cn1c(SCC(=O)Nc2nccs2)nnc1C12CC3CC(CC(C3)C1)C2	-6	6
COc1ccc(CN2CCN(S(=O)(=O)c3ccccc3)CC2)c(OC)c1	-7	-10
N#Cc1cn(CC(=O)NCCc2c[nH]c3ccccc23)c2ccccc12	6	2
CCCCc1c(C)nn(-c2nnc3c4ccccc4n(C)c3n2)c1C	0	0
COc1ccc(N2C(=O)CN=C2Nc2nc(C)cc(C)n2)cc1	5	-2
O=C(NC1CCCC1)C1CCCN1C(=O)Nc1ccc(Cl)cc1 (centres undefined)	13	0
CCN(CC)C(NC(=O)c1ccccc1)C(=O)c1ccccc1 (centres undefined)	7	6
CCOc1ccc(NC(=O)C2CC=CCC2C(=O)O)cc1 (centres undefined)	10	7
O=C(Nc1cc(=O)c2ccccc2o1)N1CCOCC1	16	2
O=C(NCCc1ccc(Cl)cc1)c1ncn[nH]1	9	2
Cc1oc(C(=O)O)cc1COc1ccccc1Cl	5	4
Nc1nnc(CCC2CCCCC2)s1	7	-1

(list continues)
SMILES	TNAP Pi inh	TNAP inh pNP
Nn1cnnc1SC1CCCCC1NS(=O)(=O)c1ccccc1 (centres undefined)	-37	-3
O=C(NCc1ccccn1)c1coc(=O)c(Br)c1	-4	5
COCCSc1ccccc1C(=O)Nc1ccncc1	10	1
Cc1cccc(-c2nnc3n2N=C(c2ccccc2)CS3)c1	11	8
Cn1c(SCCOc2ccccc2Cl)nnc1-c1ccncc1	6	5
CC(C)CNS(=O)(=O)c1ccc(S(=O)(=O)N2CCCN(Cc3ccccc3)C2)cc1	27	9
Cc1ccc(-n2ncc3c(NCCCN4CCCC4=O)ncnc32)c(C)c1	0	0
Cc1cc(C(F)F)n2ncc(C(=O)N3CCc4ccccc4C3)c2n1	9	3
CSc1n[nH]c(NC2=CC(=O)CCC2)n1	12	6
CCOc1c(S(=O)(=O)N2CCCC2)ccc(Cl)c1Cl	5	-1
COc1ccc(OCC(=O)Nc2ccc(C)cc2)cc1	18	6
CCCCC(=O)Nc1nnn(CCC)n1	-4	-4
CCC(OC(=O)c1cc2sccc2n1C)C(=O)NCc1ccco1 (centres undefined)	7	0
O=C(OCCN1C(=O)c2ccccc2C1=O)c1cc(S(=O)(=O)N2CCOCC2)ccc1F	9	-1
O=S(=O)(Cc1ccccc1)N1CCC(c2nc(-c3cccs3)no2)CC1	6	2
N=c1c2c(-c3ccccc3)c(-c3ccccc3)oc2ncn1CCCN1CCOCC1	13	5
COC(=O)C(C(=O)NCC1CCCO1)C1CCCCCC1 (centres undefined)	1	-2
CCn1c(N2CCN(CC(=O)c3ccc(OC)cc3)CC2)nc2ccccc21	17	8
N#Cc1cc(N)c(Nc2ccccc2)cc1C#N	6	2
COC(=O)c1ccc(OCC(O)CN2C(=O)NC(C)(C)C2=O)cc1 (centres undefined)	-7	-10
Cc1cc(C)c(NC(=O)c2ccc(S(=O)(=O)N(C)C)cc2)c(C)n1	11	1
CCn1ccnc1C(O)c1ccc(N(C)C)cc1 (centres undefined)	8	0

Only part of the results is shown, so the mix of outcomes need not match the whole.
